Compound activity (PubChem BioAssay)
FAK inh – FAK kinase inhibitors, primary screen, biochemical. Focal adhesion kinase 1 (Homo sapiens), Q05397. biochemical FAK kinase activity assay. inhibition, %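 (tested at 7 µM)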. 97,000 compounds, 0.84% hits; in the data active = inhibition above about 19%;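 note: 0% = DMSO and 100% = reference compound high control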
LYP act – LYP phosphatase activators, primary screen, biochemical, DiFMUP fluorescence, 2 µM; recombinant LYP; 0 = plate median, 100 = signal doubled; AID 697, 2007; 96,000 compounds, 0.11% hits; activation, % at 2 µM;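 active = activation at 2 µM above a set limit, the mean plus 5 SD, cut at about 37% in these data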
Plk1 PBD FP – Plk1 polo box domain binding inhibitors, primary screen, biochemical, fluorescence polarization. Plk1 PBD phosphopeptide binding. Serine/threonine-protein kinase PLK1 (Homo sapiens), P53350. inhibition, %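 (tested at about 20 µM)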. 97,000 compounds, 0.13% hits. AID 693, 2007; in the data active = inhibition above about 34%, passing the limit was not always enough
PTK2B oligo ant – antagonists of Pyk2 self-association, primary screen, Q293 cells, FERM NanoBiT luminescence, HTS; stronger effect = lower value; z-score (the deposit names both 25 µM and 10 µM); Protein-tyrosine kinase 2-beta (Homo sapiens), Q14289; 99,000 compounds, 0.83% hits;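 active = Z-score of -3 or lower, scaled per plate to the spread of control and sample wells; inactive = z-score above -3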;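 note: negative z-score means lost luminescence so less FERM oligomerization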
Target sequence (Q14289 whole entry, looked up): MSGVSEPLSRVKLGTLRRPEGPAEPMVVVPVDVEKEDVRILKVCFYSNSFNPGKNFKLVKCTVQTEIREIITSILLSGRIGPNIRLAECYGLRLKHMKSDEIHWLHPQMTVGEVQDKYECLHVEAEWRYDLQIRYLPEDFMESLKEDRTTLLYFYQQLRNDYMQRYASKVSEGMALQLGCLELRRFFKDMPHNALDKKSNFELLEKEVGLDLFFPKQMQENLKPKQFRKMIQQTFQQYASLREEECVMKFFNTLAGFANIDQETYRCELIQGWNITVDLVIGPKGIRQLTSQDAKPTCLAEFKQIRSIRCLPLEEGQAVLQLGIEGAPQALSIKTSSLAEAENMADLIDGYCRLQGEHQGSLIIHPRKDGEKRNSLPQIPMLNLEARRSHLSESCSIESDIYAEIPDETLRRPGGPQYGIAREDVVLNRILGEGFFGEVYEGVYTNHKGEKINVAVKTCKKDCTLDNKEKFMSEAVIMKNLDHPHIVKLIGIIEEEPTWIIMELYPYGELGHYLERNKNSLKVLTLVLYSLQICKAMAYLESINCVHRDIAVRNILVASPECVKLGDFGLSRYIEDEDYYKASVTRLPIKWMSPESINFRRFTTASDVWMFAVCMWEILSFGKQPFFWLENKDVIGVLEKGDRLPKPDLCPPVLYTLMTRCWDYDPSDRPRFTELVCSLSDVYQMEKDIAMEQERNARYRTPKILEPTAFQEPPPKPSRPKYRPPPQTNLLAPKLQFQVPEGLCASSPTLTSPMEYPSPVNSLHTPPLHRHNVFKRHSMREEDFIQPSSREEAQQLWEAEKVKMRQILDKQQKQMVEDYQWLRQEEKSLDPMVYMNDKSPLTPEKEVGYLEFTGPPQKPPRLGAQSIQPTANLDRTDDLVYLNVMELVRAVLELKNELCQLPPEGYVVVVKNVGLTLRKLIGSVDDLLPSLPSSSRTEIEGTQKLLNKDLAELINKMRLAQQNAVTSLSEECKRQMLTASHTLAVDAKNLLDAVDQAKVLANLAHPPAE
LYP inh 2 – PTPN22 phosphatase inhibitors, primary screen, biochemical, DiFMUP fluorescence, 2 µM. 96,000 compounds, 0.21% hits. AID 640, 2007. recombinant LYP catalytic domain. Tyrosine-protein phosphatase non-receptor type 22 (Homo sapiens), Q9Y2R2. inhibition, % at 2 µM;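 active = inhibition at 2 µM at or above a set limit, the screen mean plus 3 SD, cut at about 24% in these data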;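 note: 0% = DMSO with enzyme and 100% = enzyme fully blocked by orthovanadate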
EphB4 ephrin blk – EphB4-ephrin-B2 interaction antagonists, primary screen, biochemical, TNYL-RAW peptide probe, fluorescence polarization; EphB4 LBD / TNYL-RAW-Alexa532 peptide; inhibition, % at 7 µM; 97,000 compounds, 0.15% hits;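 active = inhibition above the screen-wide mean inhibition plus 3 SD, cut at about 15% in these data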;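 note: 0% = DMSO wells and 100% = excess unlabeled TNYL-RAW peptide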
cytoskel mod – modifiers of F-actin cytoskeleton organization, primary screen, imaging, HUVEC, phalloidin staining, high-content imaging. 91,000 compounds, 0.18% hits. AID 836, 2007. HUVEC TNFa F-actin phalloidin imaging. inhibition, % at 2 µM;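 active = inhibition above the batch mean plus 3 SD and confirmed as a hit by visual image inspection, cut at about 30% in these data, passing the limit was not always enough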; note: strong numbers were not always called active
Rev-RRE block – HIV-1 Rev-RRE binding inhibitors, primary screen, biochemical, FRET, protein-RNA interaction | AID 704, 2007 | Rev peptide-RRE RNA binding | P05866 | 97,000 compounds, 0.79% hits | inhibition, % at 8 µM;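 active = inhibition above the screen-wide mean plus 3 SD, cut at about 35% in these data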;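 note: 0% = median DMSO wells and 100% = median Neomycin B control wells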
Target sequence (P05866 whole entry, looked up): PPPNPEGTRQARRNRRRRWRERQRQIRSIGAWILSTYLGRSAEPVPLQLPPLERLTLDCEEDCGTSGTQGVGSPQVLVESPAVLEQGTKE
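System: Cy5-labelled duplex RRE RNA binding fluorescein-labelled HIV Rev peptide; Signal: fluorescein-to-Cy5 FRET, 480 nm excitation; Also added: labelled Rev peptide; Compound: one concentration, 8 µM nominal; Buffer or medium: HEPES pH 7.5 salt buffer with EDTA; Read-out: % inhibition of FRET ratio versus controls; Schedule: 5 min preincubation and 15 min binding, 25 °C.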
PLK1 kinase inh – human PLK1 kinase inhibitors, primary screen, biochemical, TR-FRET; recombinant PLK1 kinase, TR-FRET peptide phosphorylation; 97,000 compounds, 0.53% hits; inhibition, % at 10 µM; AID 619, 2007;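 active = inhibition of 50% or more in the single-concentration screen; inactive = inhibition below 50%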;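 note: 0% = DMSO max control and 100% = H-89 dihydrochloride min control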
* marks the source's active call; other numbers are inactive results; . = not tested or not shown; [ ] = remark or other dose.

SMILES	FAK inh	LYP act	Plk1 PBD FP	PTK2B oligo ant	LYP inh 2	EphB4 ephrin blk	cytoskel mod	Rev-RRE block	PLK1 kinase inh
CCN(CC)CCNC(=O)Cn1c(-c2ccccn2)nc2ccccc21	0	-3	16	1.5	2	-2	-13	7	-9
COc1cccc2sc(NC(=O)c3ccc(S(=O)(=O)N4CCOCC4)cc3)nc12	-4	-8	28	-1.4	7	2	7	-1	-2
OC1CCN(C(=S)NCCc2ccccc2)CC1	-1	-4	-1	0.76	8	-2	-10	4	-3
Cc1ccc(-c2nnn(CCC(=O)NC(C)(C)C)n2)cc1	-1	-12	11	0.1	13	5	8	8	-9
CCOc1cc(S(=O)(=O)NC2CC2)c(OCC)cc1-n1cnnn1	-1	-10	18	0.82	11	-11	.	4	7
O=C(Cn1cnc2sc(-c3ccccc3)cc2c1=O)NCCc1ccccc1	-1	1	-5	0.13	-1	1	-5	16	-117
CN(c1ccc(Cl)cc1)c1cc(=O)n(C)c2ccccc12	6	-3	0	-1.3	2	120*[fluorescence artefact?]	-20	16	-12
Nc1ccc(Cl)c(-c2nc3ncccc3o2)c1	4	7	16	-0.27	-9	-6	.	12	6
Cc1cccc(NS(=O)(=O)c2ccc(C3CCCCC3)cc2)n1	-4	4	4	-1.1	-7	-5	-6	2	-21
COc1ccccc1NC(=O)CSc1nc2ccccc2c(=O)n1CCNC(C)=O	-4	12	-9	0.54	-14	1	-1	0	3
CC(=O)N1CCC(O)(c2cccc(C(F)(F)F)c2)CC1	-1	12	-26	0.04	-8	8	-6	10	-6
N#CCSc1nc2[nH]ncc2c(=O)n1-c1ccccc1Br	0	5	-16	-0.4	-8	-9	.	3	36
CC12CN3CC(C)(CN(C1)C3c1ccc(Br)cc1)C2 (stereo not given)	-9	5	-5	-0.13	-7	-6	-7	3	-3
CSc1nc2c(c(=O)n1C)SC(C)C2 (stereo not given)	-7	-13	-6	.	12	0	-2	2	-9
O=S(=O)(c1ccc(NC2CCCCC2)cc1)N1CCOCC1	1	-2	-12	-0.45	2	-5	8	1	-10
CCc1ccc2c(c1)C1(NN=C(c3cccc4ccccc34)S1)C(=O)N2 (stereo not given)	-1	-15	4	-1.6	12	4	2	9	2
CCCOc1ccc(N2C(=O)CC(N3CCOCC3)C2=O)cc1 (stereo not given)	-8	-2	-13	0.9	0	3	15	9	-4
O=C(Nc1ccc(Cl)cc1)N1CCN(c2ccccc2)CC1	3	3	-12	0.46	-4	-7	-44	10	-10
CCc1c(C)[nH]c(=S)c(C#N)c1C	5	4	24	1.3	-3	-4	8	7	-12
C=CCn1c(COc2cccc(C)c2)nnc1SCC(=O)NC(=O)NCc1ccco1	13	-4	5	1.3	2	11	-23	4	-8
CCC(C)c1ccc2oc(-c3ccc(NC(=O)c4ncn[nH]4)cc3)nc2c1 (stereo not given)	3	4	13	-0.01	-3	-6	-17	8	-11
c1ccc(CCNc2c3c(nc4ncnn24)CCC3)cc1	-2	-10	-5	1.1	9	8	20	5	-3
Cc1ccc(C)c2[nH]c(=O)c(CN(Cc3ccco3)C(=O)Nc3ccccc3)cc12	-4	3	2	-0.51	-2	-15	5	6	-7
Cn1c(SCC(N)=O)nnc1C1CCN(C(=O)NC2CCCCC2)CC1	-7	8	-16	0.76	-10	-2	-10	2	-10
c1ccc(Oc2cccc(NC3=NCCC3)c2)cc1	7	-10	3	0.96	9	1	-2	8	-1

Following part
SMILES	FAK inh	LYP act	Plk1 PBD FP	PTK2B oligo ant	LYP inh 2	EphB4 ephrin blk	cytoskel mod	Rev-RRE block	PLK1 kinase inh
Oc1ccccc1NCC(O)Cn1ccc2ccccc21 (stereo not given)	2	4	-6	1	-4	-2	-5	63*	0
CCCCN1C(=O)N(C)C2C1N(C)C(=O)N2CCCC (stereo not given)	-2	1	-6	0.78	-1	0	-2	4	-8
Cc1cccc2nc(C(F)(F)F)nc(=O)n12	2	4	11	0.75	-5	8	13	12	-2
C/[N+]([O-])=C1\Cc2ccccc2C1=O	5	-8	-20	0.22	10	7	14	5	-6
Cc1nn(-c2ccccc2)c(C)c1/C=N/NC(=O)c1cc(C(C)(C)C)[nH]n1	11	4	17	-1.5	1	2	0	7	-13
Clc1ccc2c(c1)C1OCCC1C(c1ccco1)N2 (stereo not given)	10	6	8	0.33	-8	-9	-48	6	-16
CCCCC(=O)Nc1ccc(NC(=O)c2cccs2)cn1	1	12	-3	-0.47	-12	-3	-9	5	-4
N=C1N(/N=C/c2ccccc2)C(=Nc2ccccc2)C(=S)N1c1ccccc1	0	13	-3	-0.28	-14	-3	11	5	-8
CS(=O)(=O)Nc1ccc(Br)cc1C(=O)c1ccccc1	-3	-6	-16	-0.21	8	-4	-14	0	5
CC(Oc1ccc(Cl)cc1Cl)c1nc(-c2ccccn2)no1 (stereo not given)	1	-1	-9	-1.4	-2	4	-26	20	-7
COc1ccc(CCNC(=O)CSc2cc(=O)[nH]c(N)n2)cc1OC	-1	-7	13	0.33	7	-7	6	6	-9
Cc1c(-n2cc(C(=O)c3ccccc3O)cc(C#N)c2=O)c(=O)n(-c2ccccc2)n1C	-1	-8	-6	0.42	6	-2	20	57*	-8
CC(C)[C@H](NC(=O)OC(C)(C)C)c1nnc(SCc2cccc(F)c2)o1	-1	-11	-5	0.68	8	4	2	2	-15
Cn1c(-c2ccc[nH]c2=O)nc2cc(Cl)ccc21	-1	1	-2	-0.01	3	-3	-37	4	-4
CN1CCN(CCCNC(=O)c2cn(C)c3ccc(S(=O)(=O)N(C)C)cc3c2=O)CC1	4	-4	-7	.	2	-5	-11	0	-13
CN1CCN(C(=O)c2cc3nc(-c4ccccc4)cc(-c4ccccc4)n3n2)CC1	0	21	-6	-1.4	-20	-5	.	4	-4
COC(=O)C(CC(=O)c1ccc(Cl)cc1)c1ccc(C(C)C)cc1 (stereo not given)	-9	-2	6	-0.37	5	3	49	8	-5
CCOC(=O)c1c(C)n(C)c2ccc(O)c(CN3CCCCC3)c12	-2	0	-5	-0.9	-8	1	-8	2	-7
CN(Cc1nc2ccccc2c(=O)[nH]1)Cc1cc(=O)oc2ccc3ccccc3c12	-2	0	9	0.37	1	-4	-6	5	-8
Cc1cc(N2CCC(C)CC2)n2ncc(-c3ccccc3)c2n1	12	1	-3	-0.21	-3	5	0	12	-12
CCOCC(=O)Nc1nnc(Cc2ccc(OC)cc2)s1	-1	8	-11	-0.17	-7	4	10	2	-13
Cc1ccc(NC(=S)NC2CC3CCCC(C2)N3Cc2cccs2)cc1 (stereo not given)	0	-7	-13	2.1	10	-7	-47	-4	-10
COC1CCCCC1Nc1cc(C)ccc1C (stereo not given)	1	5	29	-0.49	-4	-2	-6	1	2
CCC(C)C(=O)Nc1nnc(-c2cccs2)s1 (stereo not given)	-4	-5	-8	-0.73	5	-3	-18	-3	0
Cc1nnc(NC(=O)c2ccc(C)c(S(=O)(=O)N3CCOCC3)c2)s1	-2	7	-4	-0.16	-8	-2	-4	4	-5

Reformatted: two of the compounds above
Each structure is followed by: FAK inh | LYP act | Plk1 PBD FP | PTK2B oligo ant | LYP inh 2 | EphB4 ephrin blk | cytoskel mod | Rev-RRE block | PLK1 kinase inh
- CCCCC(=O)Nc1ccc(NC(=O)c2cccs2)cn1
  1 | 12 | -3 | -0.47 | -12 | -3 | -9 | 5 | -4
- N=C1N(/N=C/c2ccccc2)C(=Nc2ccccc2)C(=S)N1c1ccccc1
  0 | 13 | -3 | -0.28 | -14 | -3 | 11 | 5 | -8

EphB4 ephrin blk, hit marks shown above.
SMILES	FAK inh	LYP act	Plk1 PBD FP	PTK2B oligo ant	LYP inh 2	EphB4 ephrin blk	cytoskel mod	Rev-RRE block	PLK1 kinase inh
CN(c1ccc(Cl)cc1)c1cc(=O)n(C)c2ccccc12	6	-3	0	-1.3	2	120*[fluorescence artefact?]	-20	16	-12

The list continues.
SMILES	FAK inh	LYP act	Plk1 PBD FP	PTK2B oligo ant	LYP inh 2	EphB4 ephrin blk	cytoskel mod	Rev-RRE block	PLK1 kinase inh
COC(=O)c1ccc(N2C(=O)CC(SCCN)C2=O)cc1 (stereo not given)	-4	-1	1	0.43	-2	11	3	6	-12
CCOC(=O)C1CCN(C(=O)c2cccc(C(=O)N3CCC(C(=O)OCC)CC3)c2)CC1	-4	9	-6	0.93	-12	-9	.	3	0
COc1cc(C(=O)NC2CC3CCCC(C2)N3CC(=O)Nc2ccccc2)cc(OC)c1OC (stereo not given)	4	-6	-26	-0.18	4	-1	0	3	-2
Cc1ccc2oc(=O)c3cnn(CC(=O)N(Cc4ccco4)C4CCCCC4)c3c2c1	3	-5	-10	.	4	2	-13	4	-10
COc1cnn(-c2ccccc2)c(=O)c1SCc1ccc(Cl)cc1Cl	5	-3	2	-1.1	5	-8	-8	13	-10
Oc1ccc(Br)cc1-c1nc2cnccn2c1NC1CCCCC1	4	-2	-3	-1.2	2	1	-1	20	22
CCCn1nnc(NC(=O)c2sc3ccccc3c2Cl)n1	-1	-14	42	-0.02	12	-2	10	2	5
O=c1c2ccccc2nc(-c2ccccc2)n1Cc1ccco1	-1	-1	12	-1.6	-1	2	13	1	-12
COc1ccc(S(=O)(=O)n2nc(OC(=O)C3CCCCC3)cc2N)cc1	3	4	3	-0.08	-5	7	7	6	-8
CCN(CC)S(=O)(=O)c1ccc(C(=O)NCc2ccc(C)cc2)cc1	-3	16	9	1.6	-12	-2	10	8	-3
CCCCc1ccc(/C=C2\C(=O)c3ccccc3C(O)=C2C(=O)OCC)cc1	1	8	-7	.	-11	-10	-11	-157	-14
CC1CCN(c2ccccc2NC(=S)NC(=O)c2ccc(-c3cccc([N+](=O)[O-])c3)o2)CC1	3	1	-6	-0.01	2	2	0	7	-11
Cc1nc2ccc(S(=O)(=O)NCC(=O)O)cc2s1	-1	1	-9	0.88	-4	4	.	2	-6
O=C(OCC(=O)N1CCCCC1)c1c[nH]c(=O)[nH]c1=O	-1	-8	-18	0.43	7	-4	3	4	-4
CCCCCc1nnc(NC(=O)OCCC)s1	-7	2	17	-0.46	-2	-1	.	1	-6
Cc1cc(NC(=O)CSc2nc3c(sc4ccccc43)c(=O)n2CCCN2CCOCC2)n[nH]1	-1	-7	9	-0.49	6	-5	0	8	-8
O=C(OCCN=C1NS(=O)(=O)c2ccccc21)C1CC(=O)N(c2ccc3ccccc3c2)C1 (stereo not given)	1	4	-31	0.95	-5	-1	-5	3	-1
COc1ccccc1N=C1SC(C)CN1C(=O)C1CCC1 (stereo not given)	1	-2	0	.	-1	8	-5	10	-15
CCCCn1c(SCC(=O)Nc2nnc(CC)s2)nc2c1c(=O)n(C)c(=O)n2C	1	-11	5	0.51	10	4	6	10	-6
N#Cc1nc(Cc2ccccc2)oc1NCc1ccccc1	0	14	18	-1.5	-18	10	-9	9	-2
CCOc1ccc(N2C(=O)CC(N3CCN(C(=O)CN4CCCC4)CC3)C2=O)cc1 (stereo not given)	-5	4	-5	0.24	-3	5	2	-2	-7
C=CCOc1ccccc1/C=c1\sc2nc(=O)c(C)nn2c1=O	-1	-6	17	0.27	1	-3	2	1	-7
O=C(CN1CCN(c2ccc(F)cc2)CC1)Nc1ccc(-n2cnnn2)cc1	0	-1	7	0.87	-4	5	3	4	-11
Cc1ccc(C23CC4CC(CC(CC(=O)N5CCOCC5)(C4)C2)C3)cc1	-1	-2	-21	0.08	2	3	6	6	-11

Compounds were not picked by outcome; any-hit rate near 3.5%.
